Screens from PubChem.
Hsp70 displacement: Hsp70 inhibitors, probe displacement, primary screen, biochemical, fluorescence polarization (AID 583); one-dose displacement, % at 20 µM; IC50 in µM for titrated hits; Hsp70 fluorescence polarization probe displacement, mP; higher % means a stronger effect; 140,000 compounds, 0.06% hits; in the data active = displacement above about 50%;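 note: plate controls were vehicle for no effect and reference ligand for full effect; a part of the inactive calls stands beside numbers as strong as those of hits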
MKP-3 inhibition: MKP-3 phosphatase inhibitors, primary screen, biochemical, rat enzyme, in vitro (AID 425) | inhibition, % at 20 µM, or IC50 in µM where a hit was titrated | recombinant MKP-3 phosphatase activity, fluorescence; higher % means a stronger effect | 110,000 compounds, 0.17% hits; in the data active = inhibition above about 50%;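 note: plate controls were vehicle for no effect and reference inhibitor for full effect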
* = called active by the depositor; & = joins results of further samples.

For O=C(CCSc1ccccc1)NCC1CCCO1 (stereo not given) the results were Hsp70 displacement -0.2% and MKP-3 inhibition 1%.
OC(COc1cccc(Cl)c1)Cn1cnc2ccccc21 (stereo not given) was read as Hsp70 displacement -0.7% and MKP-3 inhibition 1%.
COCCn1nnnc1C(c1ccc(OC)c(OC)c1)N1CCc2ccccc21 (stereo not given) was read as Hsp70 displacement -1.4% and MKP-3 inhibition -3%.
O=C(CSc1nc2nc(-c3cccs3)cc(C(F)(F)F)c2c(=O)[nH]1)NCc1ccco1 was read as Hsp70 displacement 4.8% and MKP-3 inhibition 3%.
CC(C)C[C@H](NC(=O)OC(C)(C)C)C(=O)N/N=C/c1ccc2nccnc2c1 was read as Hsp70 displacement -4.7%.
Screening CC(C)Cn1c(SCc2nnc(-c3cccs3)o2)nc(O)cc1=O returned Hsp70 displacement 3.0% and MKP-3 inhibition 5%.
`COC(=O)C1=C(C(=O)OC)SC(=C2C(=S)C(C)(C)N(C(=O)C(F)(F)F)c3cc(C)ccc32)S1` gave Hsp70 displacement -2.6% and MKP-3 inhibition 6%.
`CCOC(=O)C1=C2N(C)c3ccccc3N2CCC1=O` gave Hsp70 displacement -2.9% and MKP-3 inhibition -21%.
Screening CCc1c(C)c(C#N)c2nc3ccccc3n2c1N1CCN(c2cc(C)ccn2)CC1 returned Hsp70 displacement -5.7%.
`Cc1ccc2nsnc2c1S(=O)(=O)N1CCCC1` gave Hsp70 displacement -5.5% and MKP-3 inhibition -12%.
Screening Cc1c(C(=O)NCCCN2CCCC2=O)oc2ccc(S(=O)(=O)N3CCOCC3)cc12 returned Hsp70 displacement -6.1% and MKP-3 inhibition 0%.
For CCc1nc(N)c(C#N)c(-c2cccn2C)c1C the results were Hsp70 displacement 4.1%.
`Cc1cccc(OCc2nnc(SCC(=O)N3CCN(c4ccccc4)CC3)o2)c1C` gave Hsp70 displacement -5.6%.
O=C(CCCCn1c(=O)[nH]c2ccccc2c1=O)NCCC1=CCCCC1 was read as Hsp70 displacement 8.2% and MKP-3 inhibition -7%.
Screening Cc1cc(C(C)(C)C)nc2[nH]n(-c3ccccc3)c(=O)c12 returned Hsp70 displacement -1.0%&-0.6% and MKP-3 inhibition 2%.
CCOc1ccc(C(CC(=O)O)NC(=O)c2ccco2)cc1 (stereo not given) was read as Hsp70 displacement 13%.
`CCN(CC)CC(=O)c1ccc(-c2ccccc2)cc1` gave Hsp70 displacement -5.5%&3.6% and MKP-3 inhibition -12%&5%.
c1ccc(CCn2nnnc2CN2CCc3ccccc32)cc1 was read as Hsp70 displacement 0.6% and MKP-3 inhibition -2%.
`CCOc1ccccc1N(C(=O)c1ccco1)C(C(=O)NC1CCCC1)c1cccnc1` (stereo not given) gave Hsp70 displacement 1.0% and MKP-3 inhibition -5%.
CCN(CCCNC(=O)CN(C)S(=O)(=O)c1ccc2c(c1)CCC(=O)N2)c1cccc(C)c1 was read as Hsp70 displacement -0.8%.
`CCOc1cc2[nH]c(=O)n(CCC(=O)N3CCN(c4ccccc4OC)CC3)c(=O)c2cc1OCC` gave Hsp70 displacement 5.7% and MKP-3 inhibition -1%.
Screening O=C(Nc1ccc(-c2nc3ccccc3s2)c(O)c1)c1ccc(Cl)cc1Cl returned Hsp70 displacement 2.7% and MKP-3 inhibition 5%.
Cc1cc(C(=O)CN2C(=O)NC3(CCCc4ccccc43)C2=O)c(C)n1C (stereo not given) was read as Hsp70 displacement 4.5%.
CCN(CC(=O)NCc1cccs1)c1ccc(S(=O)(=O)N2CCOCC2)cn1 was read as Hsp70 displacement 1.6% and MKP-3 inhibition -10%.
Screening CCCCN(Cc1cc2cc(OC)ccc2[nH]c1=O)C(=O)c1ccccn1 returned Hsp70 displacement 0.5% and MKP-3 inhibition -7%.
Screening O=C(O)C1Nc2c(C(=O)N3CCCC3)cccc2C2C=CCC12 (stereo not given) returned Hsp70 displacement 11% and MKP-3 inhibition 5%.
`COc1ccccc1OCC(=O)n1nc(C)cc1C` gave Hsp70 displacement -0.8% and MKP-3 inhibition 0%.
CCN(CC)S(=O)(=O)c1ccc(C(=O)NC2=C(C(=O)OC)SCC2)cc1 was read as MKP-3 inhibition 3%.
Screening O=C(NCC1COc2ccccc2O1)C1CCCN(S(=O)(=O)c2cccc3nsnc23)C1 (stereo not given) returned Hsp70 displacement 1.2% and MKP-3 inhibition -13%.
COc1ccc(-c2noc(-c3ccccc3C(=O)Nc3cccc(OC)c3)n2)cc1 was read as Hsp70 displacement -2.5% and MKP-3 inhibition -14%.
For COc1ccc(C2CC(=O)c3c([nH]c(C(=O)OC(C)C)c3C)C2)cc1OC (stereo not given) the results were MKP-3 inhibition -7%.
Screening COc1ccc(C(=O)Nc2ccccc2C(=O)NC(C(=O)Nc2cccc(C)c2)C(C)C)cc1 (stereo not given) returned Hsp70 displacement -0.2% and MKP-3 inhibition 1%.
For CSCCC(C(=O)NC1=NCCS1)N1C(=O)c2ccccc2C1=O (stereo not given) the results were Hsp70 displacement 5.9%.
For COc1ccc(S(=O)(=O)N(CC(=O)N2CCCC2)c2ccc(C)cc2)cc1OC the results were Hsp70 displacement -0.6% and MKP-3 inhibition 1%.
CN(C)c1ccc(/C=C2\SC(=S)NC2=O)cc1Br was read as Hsp70 displacement -6.7% and MKP-3 inhibition -4%.
Screening Cc1cc(C)n2nc(Cc3ccccc3)nc2n1 returned Hsp70 displacement -5.2% and MKP-3 inhibition -2%.
COC(=O)c1ccc2c(c1)NC(=O)C1CCCN21 (stereo not given) was read as Hsp70 displacement -0.3% and MKP-3 inhibition 2%.
`COCCOC(=O)C1=C(C)NC(=O)NC1c1ccc(N(C)C)cc1` (stereo not given) gave Hsp70 displacement -44% and MKP-3 inhibition -1%.
For Cc1ccc(S(=O)(=O)N2c3ccc(S(N)(=O)=O)cc3CC2C)cc1 (stereo not given) the results were Hsp70 displacement 6.4% and MKP-3 inhibition -7%.
`COc1ccc(-c2ccc(=O)n(CC(=O)N3CCN(c4ccccc4OC)CC3)n2)cc1` gave Hsp70 displacement -6.5% and MKP-3 inhibition 0%.
`Cc1ccc(SCc2nc(-c3ccncc3)no2)cc1` gave Hsp70 displacement 2.0% and MKP-3 inhibition -10%.
`CC1(C)NC(=O)N(CCSc2ccc(Cl)cc2)C1=O` gave Hsp70 displacement 2.4%.
Screening CCOCCCNC(=O)C1c2ccccc2C(=O)N2CCc3ccccc3C12 (stereo not given) returned Hsp70 displacement 3.7% and MKP-3 inhibition 5%.
CCOc1c(OC)cccc1C1CC(=O)Nc2cc3c(cc21)OCCO3 (stereo not given) was read as Hsp70 displacement 2.6% and MKP-3 inhibition 4%.
For O=C1CCCN1CN(C(=O)c1ccc2c(c1)OCO2)c1ccc(F)cc1 the results were Hsp70 displacement 2.1% and MKP-3 inhibition -1%.
`COc1ccc(Cc2nnn(CC(=O)O)n2)cc1` gave Hsp70 displacement 4.8% and MKP-3 inhibition 2%.
For O=C(NC(=S)Nc1ccc(N2CCOCC2)c(Cl)c1)c1ccco1 the results were Hsp70 displacement 0.3% and MKP-3 inhibition 3%.
`CC1(C)C(=O)OC(c2cc(Br)ccc2O)C(C)(C)C1=O` (stereo not given) gave Hsp70 displacement 1.7% and MKP-3 inhibition -6%.
CC(=NCCCn1ccnc1)C1=C(O)c2ccccc2C1=O was read as Hsp70 displacement 0.8% and MKP-3 inhibition -6%.
`CC(=O)Oc1ccccc1/C=C1\C=C(c2ccc(Cl)cc2)OC1=O` gave Hsp70 displacement 0.0% and MKP-3 inhibition 6%.
Screening CCn1c(=O)c2cc(C(=O)N3CCOCC3)sc2c2ccccc21 returned Hsp70 displacement 3.3% and MKP-3 inhibition 1%.
`COc1ccccc1C(c1nnnn1C1CCCC1)N1CCN2CCCC2C1` (stereo not given) gave Hsp70 displacement -0.7% and MKP-3 inhibition -15%.
Screening Cc1ccnc(NS(=O)(=O)c2ccc(NS(=O)(=O)c3ccc([N+](=O)[O-])cc3)cc2)n1 returned Hsp70 displacement -0.4% and MKP-3 inhibition 0%.
Screening COc1ccc(CN(Cc2ccccn2)C(=O)CN2C(=O)COc3ccccc32)cc1 returned Hsp70 displacement -0.4% and MKP-3 inhibition -5%.
`Cc1ccc(NS(=O)(=O)c2cc(C(=O)N3CCOCC3)ccc2C)cc1C` gave Hsp70 displacement -2.4% and MKP-3 inhibition -14%.
Screening O=c1c2ccccc2[nH]c(=S)n1Cc1ccccc1 returned Hsp70 displacement -4.4% and MKP-3 inhibition 1%.
Cc1ccc(C)c(S(=O)(=O)C(C#N)c2nc3ccccc3nc2N2CCOCC2)c1 (stereo not given) was read as Hsp70 displacement 5.5% and MKP-3 inhibition -1%.
Screening O=C(CC1(O)C(=O)Nc2ccc(Br)cc21)c1ccc2c(c1)OCO2 (stereo not given) returned Hsp70 displacement 5.9% and MKP-3 inhibition 0%.
`COc1cc(Br)c(/C=C2/C(=O)N(c3ccc(C)cc3)N=C2C)cc1OC` gave Hsp70 displacement 3.2% and MKP-3 inhibition 5%.
Screening O=C(NC1CCS(=O)(=O)C1)C12CC3CC(CC(C3)C1)C2 (stereo not given) returned Hsp70 displacement 0.3%&-4.6% and MKP-3 inhibition -6%&0%.

2 consecutive entries out of the list so far, quoted:
For O=C(CCSc1ccccc1)NCC1CCCO1 (stereo not given) the results were Hsp70 displacement -0.2% and MKP-3 inhibition 1%.
OC(COc1cccc(Cl)c1)Cn1cnc2ccccc21 (stereo not given) was read as Hsp70 displacement -0.7% and MKP-3 inhibition 1%.

Continued:
CCC(C)N=C1SCC(C)(/C=N/O)S1 (stereo not given) was read as Hsp70 displacement 0.3% and MKP-3 inhibition -6%.
`CCOCCn1c(SCCc2ccccc2)nc2c1c(=O)[nH]c(=O)n2C` gave Hsp70 displacement -1.1% and MKP-3 inhibition 0%.
For O=C1OC(c2ccccc2)/C(=C(/O)c2ccccc2)C1=O (stereo not given) the results were Hsp70 displacement 8.1%.
`CCC(=O)N1CCN=C1SCc1ccc(Cl)cc1` gave Hsp70 displacement -8.0% and MKP-3 inhibition -1%.
Cn1nnnc1SCC(=O)N1CCc2ccccc2C1 was read as Hsp70 displacement 5.9% and MKP-3 inhibition -5%.
For NC(=O)Cn1cc(/C=C2\C(=O)NC(=O)N(Cc3ccccc3)C2=O)c2ccccc21 the results were Hsp70 displacement -3.4% and MKP-3 inhibition -2%.
`COc1ccc(C2C(C(=O)NCCN3CCOCC3)c3ccccc3C(=O)N2C2CCCCC2)cc1` (stereo not given) gave Hsp70 displacement -3.1% and MKP-3 inhibition 5%.
`Cc1cc(NC(=O)COC(=O)c2cc(S(=O)(=O)N3CCOCC3)ccc2N2CCCCC2)no1` gave Hsp70 displacement -6.2%.
Screening Cc1ccc(-c2cc(C(=O)NCc3cccnc3)no2)cc1 returned Hsp70 displacement 9.7% and MKP-3 inhibition -5%.
`CCOc1cc(-c2noc(-c3ccncc3)n2)cc(Br)c1OC` gave Hsp70 displacement 5.2% and MKP-3 inhibition -2%.
`COc1ccc(NC(C)=O)cc1NC(=O)CSc1nnc(-c2ccncc2)n1C` gave Hsp70 displacement -1.0% and MKP-3 inhibition 7%.
For O=S(=O)(NC1CCCCC1NCc1ccco1)c1ccccc1 (stereo not given) the results were Hsp70 displacement -5.0% and MKP-3 inhibition -8%.
For CC1(C)COCN1S(=O)(=O)c1ccc(C(=O)Nc2nnc(-c3ccc(Cl)s3)o2)cc1 the results were Hsp70 displacement 2.5% and MKP-3 inhibition -4%.
`COc1cccc(C(=O)Nc2ccc(-c3nnc(-c4ccco4)o3)cc2)c1` gave Hsp70 displacement -6.4% and MKP-3 inhibition -11%.
For C=CCn1c(-c2ccc(C(C)(C)C)cc2)n[nH]c1=S the results were Hsp70 displacement 2.3% and MKP-3 inhibition -2%.
Screening COCCCNC(=O)CN(C1CCCCC1)S(=O)(=O)c1ccc(C)cc1 returned Hsp70 displacement -1.5% and MKP-3 inhibition -9%.
`C#CCn1cc(/C=C2\C(=O)NC(=O)N(c3ccc(Cl)cc3)C2=O)c2ccccc21` gave Hsp70 displacement -23% and MKP-3 inhibition 8%.
Screening COc1ccccc1-n1c(N)c(C(=O)NCC2CCCO2)c2nc3ccccc3nc21 (stereo not given) returned Hsp70 displacement -0.1% and MKP-3 inhibition 1%.
`COC(=O)c1sccc1NC(=O)c1ccc(Br)cc1` gave Hsp70 displacement 3.0% and MKP-3 inhibition 1%.
For C/C(C=O)=C\c1ccc(/C=C(C)/C=C2/SC(=S)N(c3ccccc3)C2=O)cc1 the results were Hsp70 displacement 7.5% and MKP-3 inhibition 2%.
For CN1CCCN(C(=O)Cc2c(Cl)cccc2Cl)c2nc3ccccc3nc21 the results were Hsp70 displacement 0.0% and MKP-3 inhibition 3%.

In the list so far, nine have a Cl atom:
OC(COc1cccc(Cl)c1)Cn1cnc2ccccc21 (stereo not given) was read as Hsp70 displacement -0.7% and MKP-3 inhibition 1%.
Screening O=C(Nc1ccc(-c2nc3ccccc3s2)c(O)c1)c1ccc(Cl)cc1Cl returned Hsp70 displacement 2.7% and MKP-3 inhibition 5%.
`CC1(C)NC(=O)N(CCSc2ccc(Cl)cc2)C1=O` gave Hsp70 displacement 2.4%.
For O=C(NC(=S)Nc1ccc(N2CCOCC2)c(Cl)c1)c1ccco1 the results were Hsp70 displacement 0.3% and MKP-3 inhibition 3%.
`CC(=O)Oc1ccccc1/C=C1\C=C(c2ccc(Cl)cc2)OC1=O` gave Hsp70 displacement 0.0% and MKP-3 inhibition 6%.
`CCC(=O)N1CCN=C1SCc1ccc(Cl)cc1` gave Hsp70 displacement -8.0% and MKP-3 inhibition -1%.
For CC1(C)COCN1S(=O)(=O)c1ccc(C(=O)Nc2nnc(-c3ccc(Cl)s3)o2)cc1 the results were Hsp70 displacement 2.5% and MKP-3 inhibition -4%.
`C#CCn1cc(/C=C2\C(=O)NC(=O)N(c3ccc(Cl)cc3)C2=O)c2ccccc21` gave Hsp70 displacement -23% and MKP-3 inhibition 8%.
For CN1CCCN(C(=O)Cc2c(Cl)cccc2Cl)c2nc3ccccc3nc21 the results were Hsp70 displacement 0.0% and MKP-3 inhibition 3%.

An excerpt, so the mix of outcomes need not match the whole.
